Compound activity: PubChem, several laboratories
FLuc act counter: firefly luciferase counter-screen for stimulation assays | AID 1027 | ATPlite luciferase biochemical, luminescence, 10 min; 0 = ATP-free wells, 1 = DMSO control | activation factor at 10 µM | 200,000 tested, under 10 active;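 active means luciferase activation factor, scaled between plate controls, of at least 2 with compound at 10 µM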
Target sequence (P08659 whole entry, looked up): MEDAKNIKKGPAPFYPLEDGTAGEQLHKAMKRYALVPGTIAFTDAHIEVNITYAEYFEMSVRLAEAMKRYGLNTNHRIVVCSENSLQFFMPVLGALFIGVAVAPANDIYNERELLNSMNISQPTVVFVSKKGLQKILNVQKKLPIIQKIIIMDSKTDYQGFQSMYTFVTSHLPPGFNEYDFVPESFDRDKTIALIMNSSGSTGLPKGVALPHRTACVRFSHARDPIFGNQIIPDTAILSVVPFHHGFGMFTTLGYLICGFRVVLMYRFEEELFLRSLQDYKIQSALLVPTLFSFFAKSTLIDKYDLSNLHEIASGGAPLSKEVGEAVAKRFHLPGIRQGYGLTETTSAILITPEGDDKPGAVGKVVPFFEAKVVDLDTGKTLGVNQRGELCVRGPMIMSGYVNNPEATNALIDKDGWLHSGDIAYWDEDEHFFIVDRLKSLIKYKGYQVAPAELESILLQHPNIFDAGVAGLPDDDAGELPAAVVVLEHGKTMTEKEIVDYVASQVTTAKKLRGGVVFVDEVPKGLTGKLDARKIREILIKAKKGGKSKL
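Material: Luciferase/luciferin reagent mix | Doses: Test compounds dosed from 2 mM stocks in 100% DMSO | Timing: 10 min incubation after luciferase reagent addition, room temperature | Measured by: Luminescence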
PMI activator: activators of human phosphomannose isomerase; purified human PMI, coupled resazurin fluorescence, 20 min; hits give high values; 1 = vehicle control, 0 substrate-free wells; activation factor at 20 µM; 190,000 tested, 0.005% active; AID 1214;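 active means activation factor of 2 or more at 20 µM, relative to plate controls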
Target sequence (P34949 whole entry, looked up): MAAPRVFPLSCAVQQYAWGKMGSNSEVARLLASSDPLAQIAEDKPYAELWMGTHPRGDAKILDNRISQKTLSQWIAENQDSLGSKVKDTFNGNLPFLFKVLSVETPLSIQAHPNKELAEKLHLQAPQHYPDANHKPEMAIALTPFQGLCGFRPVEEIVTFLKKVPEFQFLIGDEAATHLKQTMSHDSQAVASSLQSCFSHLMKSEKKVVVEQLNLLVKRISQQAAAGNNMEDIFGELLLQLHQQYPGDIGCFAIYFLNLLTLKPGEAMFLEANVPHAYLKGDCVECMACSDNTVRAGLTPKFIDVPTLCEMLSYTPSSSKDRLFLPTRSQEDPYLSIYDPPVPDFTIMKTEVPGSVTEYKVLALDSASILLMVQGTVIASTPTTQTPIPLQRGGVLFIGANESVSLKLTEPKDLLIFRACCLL
PMI act satM6P: increases human PMI activity with near-saturating mannose 6-phosphate | AID 1216 | 190,000 tested, 0.34% active | activation factor at 20 µM | P34949 | coupled PMI enzyme assay, resazurin fluorescence, 20 min; hits give high values; 1 = untreated enzyme, 0 = substrate-free blank;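 active means activation factor of 2 or more at 20 µM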
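Test system: human phosphomannose isomerase with PGI, G6PDH, diaphorase coupling enzymes; Amount: PMI at 15 ng/mL final; Reagent: Mannose-6-phosphate 1.0 mM (near-saturating) plus 0.22 mM NADP+; Timing: 20 min, room temperature; Technique: resorufin fluorescence at Ex 544/Em 590 nm; Dosing: 20 µM single dose.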
NF-kB expr up: NF-kB expression increase, human neuronal cells; NF-kB reporter expression; hits give high values; fold change at 12.5 µM; 190,000 tested, 1.6% active; AID 1239; in the data active means fold change above about 3.3
FLuc inh counter: inhibits firefly luciferase, flagging false hits in luciferase inhibition screens; ATPLite firefly luciferase biochemical luminescence, 10 min; 200,000 tested, 1.5% active; inhibition, % at 10 µM; AID 1006;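 active means inhibition above about 50% when tested at 10 µM, limit read from the data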
bIAP activator: intestinal alkaline phosphatase (bovine) activation; purified bovine IAP, CDP-star luminescence, 30 min; hits give high values; fold of DMSO-control signal, blank-subtracted; activation factor at 20 µM; 200,000 tested, 0.17% active;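 active means activation factor of 2 or more at 20 µM, a signal rise over negative controls twice the positive control's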
TNAP inh noacc: TNAP (human) inhibition, acceptor-free conditions. P05186. purified TNAP, CDP-star luminescence, 30 min. inhibition, % at 20 µM. 200,000 tested, 0.26% active;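 active means tissue-nonspecific alkaline phosphatase inhibition above about 50% at 20 µM in the single-dose screen, limit read from the data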;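 further: 0% = DMSO negative control and 100% = EDTA positive control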
TNAP act hi DEA: activators of human TNAP at high phosphate acceptor concentration; P05186; purified TNAP, CDP-star luminescence, 1 M DEA, 30 min; hits give high values; 0 = EDTA background, 1 = DMSO-only activity; activation factor at 20 µM; 200,000 tested, under 10 active;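 active means activation factor at least 2 at 20 µM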
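system = human TNAP | amount = enzyme diluted 1/800 final | reagent = 100 µM CDP-star substrate | signal = luminescent substrate turnover signal | dosing = one dose, 20 µM | benchmarks = EDTA negative control, DMSO positive control | measure = activation factor | timing = 30 min reaction, room temperature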
APP 5'UTR act: APP 5'UTR luciferase reporter activation; activation, % at 2 µM; AID 1276; 190,000 tested, 1% active; SH-SY5Y APP 5'UTR luciferase reporter, luminescence; zero percent = DMSO vehicle wells;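 active means activation above a set limit, based on mean plus 3 SD of controls, cut at about 140% in these data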; further: values of inactives mirror those of a sister screen read the other way
TNAP inh hi DEA: inhibitors of human TNAP at high phosphate acceptor concentration. 200,000 tested, 0.03% active. purified TNAP, CDP-star luminescence, 1 M DEA. inhibition, % at 20 µM;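 active means over 50% inhibition of tissue-nonspecific alkaline phosphatase at 20 µM in the single-dose screen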;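 further: plate controls were DMSO wells for no effect and EDTA-quenched wells as full inhibition for full effect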
Active calls of the source: *.

canonical_smiles | FLuc act counter | bIAP activator | APP 5'UTR act | TNAP inh noacc | TNAP inh hi DEA | NF-kB expr up | PMI act satM6P | FLuc inh counter | TNAP act hi DEA | PMI activator
Cc1cc2nc(-c3ccc(NC(=O)C(C)C)cc3)oc2cc1C | 0.9 | 1 | 140* | -12 | -3 | 3.4* | 1 | 12 | 1 | 0.9
O=C(CN1c2cccc3cccc(c23)S1(=O)=O)Nc1ccccc1 | 1 | 1.2 | 4 | -16 | -3 | 1.3 | 0.8 | -4 | 1 | 1.1
CCN(CC)c1ccc(NC(=O)CN2CCN(c3ccccc3F)CC2)cc1 | 1.1 | 1 | -1 | -2 | -8 | 1.1 | 0.9 | -6 | 1.1 | 1
Cc1cc(=O)[nH]c(SCC(=O)N2CCN(S(=O)(=O)c3ccccc3)C2)n1 | 1 | 1 | 6 | -4 | -3 | 1.1 | 1.2 | 0 | 1 | 1.1
O=C(c1ccccc1)c1c2c(cc3sc4ccccc4[n+]13)-c1cccc3cccc-2c13 | 1.1 | 1 | 36 | 13 | 11 | 2.5 | 0.5 | -7 | 0.9 | 0.8
CCOC(=O)c1cnc(N)nc1C(F)(F)F | 1 | 1 | -7 | -9 | -4 | 1.2 | 1 | -4 | 1 | 0.9
CCc1nnc(NC(=O)c2sc3nc(C)cc(COC)c3c2N)s1 | 1 | 1 | -2 | -9 | 1 | 1.1 | 1 | -1 | 1 | 1
CCOC(=O)Cn1c(=O)c2c(nc(N3CCOCC3)n2C)n(C)c1=O | 1 | 0.9 | 21 | -9 | -4 | 0.98 | 1.1 | 1 | 1 | 1
CCCNC(=O)c1ccc(SC)cc1OC | 1 | 0.9 | -4 | -2 | 2 | 1.2 | 0.9 | 2 | 1 | 1
O=C(CSCCO)Nc1ccccc1 | 1 | 1 | 5 | -4 | 5 | 1.2 | 1.1 | -2 | 1 | 1
COc1cc(S(=O)(=O)Nc2cccnc2)ccc1F | 1 | 0.9 | -7 | -8 | -2 | 1.1 | 0.9 | -4 | 1 | 0.9
O=C(CSc1nc2ccccc2[nH]1)NCCCn1ccnc1 | 1 | 1.2 | -5 | -4 | 2 | 1 | 1 | -1 | 1 | 1.3
CCS(=O)(=O)N1CCC(C(=O)NCc2ccc(OC)cc2OC)CC1 | 1.1 | 1 | 4 | 2 | -3 | 1.1 | 0.9 | -6 | 1 | 1
CCOC(=O)N1CCC(N(CCN(C)C)C(=S)Nc2cccc(OC)c2)CC1 | 1.1 | 1 | -7 | -2 | -6 | 1.1 | 1 | -5 | 1.1 | 1.1
O=C(NCc1ccco1)c1ccccc1NS(=O)(=O)c1ccc2c(c1)OCCO2 | 1 | 0.9 | -8 | -21 | -6 | 1.2 | 1 | -5 | 1.1 | 0.9
Cc1cc(/C=C(\C#N)C(=O)Nc2ccccc2F)c(C)[nH]1 | 0.8 | 1 | 147* | -4 | -3 | 5.5* | 1.1 | 15 | 1 | 1
Cc1nn(Cc2ccc(C(=O)Nc3ccccc3C(F)(F)F)o2)c(C)c1Br | 1 | 1 | -5 | -7 | -2 | 0.63 | 0.9 | -4 | 1 | 0.9
Cc1cc(C)c[n+](CC(=O)c2ccc(NC(=O)c3ccccc3)cc2)c1 | 1.1 | 1.1 | 1 | -7 | -5 | 0.99 | 1.1 | -6 | 1 | 1.2
Cc1c(N=C2C=C(Br)C(=O)C(Br)=C2)c(=O)n(-c2ccccc2)n1C | 0.9 | 0.9 | 1 | 24 | 12 | 1 | 0.3 | 7 | 0.9 | 0.4
COC(=O)c1c(N)c(C#N)c(C)n1-c1ccccc1 | 1 | 1 | 0 | -3 | -4 | 0.9 | 1 | -2 | 1 | 1
Nc1nc2nccc(-c3cccnc3)n2n1 | 1.1 | 1.1 | 5 | -14 | -7 | 1.3 | 1 | -8 | 1.1 | 1.1
N/C(=N\OC(=O)/C=C/c1ccccc1)c1ccccn1 | 0.2 | 0.9 | 160* | -6 | -3 | 1.1 | 0.8 | 82* | 1 | 0.9
CC(C)(C)OC(=O)NCCCCCc1nnc(SCC(N)=O)o1 | 1 | 1.1 | 6 | -16 | -7 | 1.1 | 1 | -2 | 1.1 | 1
Cc1ccc(/C=N/NC(=O)c2cccc([N+](=O)[O-])c2)o1 | 1 | 0.7 | -62 | -29 | -2 | 1.1 | 0.9 | 1 | 1 | 0.8
Cc1ccc2c(c1)N(C(=O)CSc1nncn1C)C(C)(C)c1ssc(=S)c1-2 | 1 | 0.7 | -1 | -1 | 3 | 0.99 | 1 | -5 | 1 | 1
Cc1ccc(C)c(OCC(=O)Nc2cc(C(=O)O)cc(C(=O)O)c2)c1 | 1.1 | 1.1 | -15 | -7 | -7 | 1.1 | 1.1 | -8 | 1.1 | 1
Cc1ccc2nc(SCc3nc4c(cnn4-c4ccccc4)c(=O)[nH]3)[nH]c2c1 | 1 | 1 | -4 | -14 | -4 | 1.1 | 1 | -3 | 1 | 0.9
C/C(=N\N=C1/NC(=O)C(C)S1)c1ccco1 (stereo not given) | 1 | 1 | -9 | -5 | 0 | 1.1 | 0.9 | -3 | 1 | 0.9
CCOC(=O)c1cc2c(s1)-c1c(C)cccc1OC2 | 1 | 0.9 | 40 | -9 | -2 | 1.7 | 0.7 | 2 | 1 | 0.9
COC(=O)c1[nH]c(=O)c2ccccc2c1OCc1ccccc1 | 1.1 | 0.8 | 0 | -6 | -4 | 3.8* | 0.9 | -5 | 1 | 0.8
COc1ccc(-c2cc(C(F)F)n3ncc(C(=O)N4CCN(C)CC4)c3n2)cc1 | 1 | 1.1 | -8 | -5 | 0 | 1.1 | 0.9 | -2 | 1 | 0.9
O=C(COC(=O)c1nc(Cl)ccc1Cl)Nc1ccc2c(c1)OCO2 | 1 | 1.2 | 26 | -12 | -4 | 0.93 | 0.9 | -3 | 1 | 1
CCN(CC)c1ccc(/C=N/NS(=O)(=O)c2cccc([N+](=O)[O-])c2)cc1 | 1 | 1 | 6 | -11 | 6 | 1.1 | 1.8 | -3 | 0.9 | 1.4
O=C(CSc1nc2ccccc2c(=O)n1NC(=O)Cc1ccccc1)NCc1ccco1 | 1 | 1 | 13 | -6 | 1 | 1 | 1.1 | 5 | 1 | 1
CC(=O)Nc1ccc(C(=O)CSc2nc3ccccc3n2CC(=O)N2CCCC2)cc1 | 1.1 | 0.9 | -9 | -15 | -8 | 1 | 0.9 | -6 | 1.1 | 0.8
Brc1cc(Br)c2ncnc(N3CCCCC3)c2c1 | 1.1 | 0.9 | 6 | -8 | -6 | 1.3 | 1 | -6 | 1.1 | 1

A different layout for part of the listing above:
CC(=O)Nc1ccc(C(=O)CSc2nc3ccccc3n2CC(=O)N2CCCC2)cc1
  FLuc act counter = 1.1	bIAP activator = 0.9	APP 5'UTR act = -9	TNAP inh noacc = -15	TNAP inh hi DEA = -8	NF-kB expr up = 1	PMI act satM6P = 0.9	FLuc inh counter = -6	TNAP act hi DEA = 1.1	PMI activator = 0.8
Brc1cc(Br)c2ncnc(N3CCCCC3)c2c1
  FLuc act counter = 1.1	bIAP activator = 0.9	APP 5'UTR act = 6	TNAP inh noacc = -8	TNAP inh hi DEA = -6	NF-kB expr up = 1.3	PMI act satM6P = 1	FLuc inh counter = -6	TNAP act hi DEA = 1.1	PMI activator = 1

Later entries:
canonical_smiles | FLuc act counter | bIAP activator | APP 5'UTR act | TNAP inh noacc | TNAP inh hi DEA | NF-kB expr up | PMI act satM6P | FLuc inh counter | TNAP act hi DEA | PMI activator
CCn1cc(C(=O)N2CCN(c3ccccn3)CC2)c(=O)c2cc(S(=O)(=O)N3CCC(C)CC3)ccc21 | 1 | 1 | -9 | -10 | -2 | 0.86 | 0.9 | -1 | 1 | 0.9
Cc1nc2ncccn2c1-c1csc(NCc2ccco2)n1 | 1 | 1 | 6 | -2 | 5 | 0.85 | 0.9 | 3 | 0.9 | 1.1
C=CCc1ccc(O)c(-c2cc(CC=C)ccc2O)c1 | 1 | 0.9 | -6 | -2 | 5 | 1 | 0.8 | 1 | 1 | 0.8
CC1CCN(C(=O)CCCOc2ccc(Cl)cc2)CC1 | 1 | 1 | 16 | -2 | 2 | 1.4 | 0.9 | 2 | 1 | 0.9
COC(=O)CC/C(O)=C1/C(=N)CC(C)(C)CC1=O | 1 | 0.9 | -12 | -6 | 2 | 1.2 | 1.1 | 0 | 1 | 1
COc1cc(OC)cc(C(=O)NNC(=O)c2ccc(S(=O)(=O)N3CC(C)OC(C)C3)cc2)c1 (stereo not given) | 1 | 1.6 | 6 | -37 | -3 | 1.3 | 1 | 4 | 1 | 1.1
Fc1ccc(-c2cc(C(F)(F)F)nc(NCc3cccs3)n2)cc1 | 1 | 0.9 | -17 | -4 | 0 | 1 | 0.8 | -4 | 1 | 0.8
COc1cc(C2C(C#N)=C(N)Oc3n[nH]c(-c4ccccn4)c32)cc(OC)c1OC (stereo not given) | 1.1 | 1 | -3 | 1 | -4 | 0.98 | 1 | -14 | 1 | 0.9
O=C(NCc1ccco1)c1nnc(Cc2ccc(F)cc2)o1 | 1 | 0.9 | -27 | -6 | 1 | 0.89 | 1.1 | 4 | 1 | 1.1
O=C(CSc1nccc(=O)[nH]1)Nc1ccc(F)c([N+](=O)[O-])c1 | 1 | 1 | 4 | -7 | -6 | 1.2 | 0.9 | 0 | 1.1 | 1
O=C(CN1C(=O)C2(OCCO2)c2ccccc21)c1ccc(Br)cc1 | 1 | 0.9 | 4 | -2 | -2 | 0.83 | 1 | 0 | 1 | 1
Cc1cc(C(=O)Nc2c(C)cccc2C)n(-c2ccccc2)n1 | 1.1 | 1 | 3 | -12 | -7 | 2.1 | 1.1 | -6 | 1.1 | 1
CC(C)C[C@H](NC(=O)c1ccc(OC2CCN(C(=O)C3CC3)CC2)cc1)C(N)=O | 1 | 1 | 2 | -4 | 0 | 1.1 | 1.1 | -1 | 1 | 1
COc1ccc(C)cc1S(=O)(=O)N(C)CC(=O)N1CCN(C)CC1 | 1 | 1 | 14 | -16 | -3 | 1.1 | 1.1 | -1 | 1 | 1.1
COCCNC(=O)Cn1nc(C)c([N+](=O)[O-])c1C | 1 | 1 | 28 | -12 | -6 | 1.1 | 0.9 | -4 | 1.1 | 0.9
O=C1CC(c2cccnc2)c2cc3c(cc2N1)OCO3 (stereo not given) | 1.1 | 0.9 | -8 | 6 | -2 | 1.1 | 1 | -8 | 1 | 1
Cc1ccc(NC(=S)NNC(=S)NC2CCCCC2)cc1 | 1.1 | 0.9 | -2 | -14 | -4 | 1.5 | 0.9 | -5 | 1 | 1
COC(=O)c1cc(C(=O)NCCN2C(=O)S/C(=C\c3cccs3)C2=O)cc([N+](=O)[O-])c1 | 1 | 1 | 6 | -12 | -1 | 0.93 | 1 | -1 | 1 | 0.9

Structures from the list above with a thiophene ring, fused or not:
canonical_smiles | FLuc act counter | bIAP activator | APP 5'UTR act | TNAP inh noacc | TNAP inh hi DEA | NF-kB expr up | PMI act satM6P | FLuc inh counter | TNAP act hi DEA | PMI activator
CCc1nnc(NC(=O)c2sc3nc(C)cc(COC)c3c2N)s1 | 1 | 1 | -2 | -9 | 1 | 1.1 | 1 | -1 | 1 | 1
CCOC(=O)c1cc2c(s1)-c1c(C)cccc1OC2 | 1 | 0.9 | 40 | -9 | -2 | 1.7 | 0.7 | 2 | 1 | 0.9
Fc1ccc(-c2cc(C(F)(F)F)nc(NCc3cccs3)n2)cc1 | 1 | 0.9 | -17 | -4 | 0 | 1 | 0.8 | -4 | 1 | 0.8
COC(=O)c1cc(C(=O)NCCN2C(=O)S/C(=C\c3cccs3)C2=O)cc([N+](=O)[O-])c1 | 1 | 1 | 6 | -12 | -1 | 0.93 | 1 | -1 | 1 | 0.9
